Screens from PubChem BioAssay.
EPAC2 antag = EPAC2 (human) antagonism; actives 0.18% (n = 360,000); AID 720708; Potency, µM (titrated, usually from 114 µM), inactives show top-dose activity, negative = inhibition, hits mostly inhibitors; EPAC2 GEF exchange of Rap1B-BODIPY-GDP, fluorescence; also: potency is read from the fitted curve at half-maximal effect; % is scaled to controls: 0 for no effect and ±100 for the full control effect; nearly all actives have a fitted effect of over 45% in size; many of its hits are not listed in these tables
Target sequence (Q8WZA2 whole entry, looked up): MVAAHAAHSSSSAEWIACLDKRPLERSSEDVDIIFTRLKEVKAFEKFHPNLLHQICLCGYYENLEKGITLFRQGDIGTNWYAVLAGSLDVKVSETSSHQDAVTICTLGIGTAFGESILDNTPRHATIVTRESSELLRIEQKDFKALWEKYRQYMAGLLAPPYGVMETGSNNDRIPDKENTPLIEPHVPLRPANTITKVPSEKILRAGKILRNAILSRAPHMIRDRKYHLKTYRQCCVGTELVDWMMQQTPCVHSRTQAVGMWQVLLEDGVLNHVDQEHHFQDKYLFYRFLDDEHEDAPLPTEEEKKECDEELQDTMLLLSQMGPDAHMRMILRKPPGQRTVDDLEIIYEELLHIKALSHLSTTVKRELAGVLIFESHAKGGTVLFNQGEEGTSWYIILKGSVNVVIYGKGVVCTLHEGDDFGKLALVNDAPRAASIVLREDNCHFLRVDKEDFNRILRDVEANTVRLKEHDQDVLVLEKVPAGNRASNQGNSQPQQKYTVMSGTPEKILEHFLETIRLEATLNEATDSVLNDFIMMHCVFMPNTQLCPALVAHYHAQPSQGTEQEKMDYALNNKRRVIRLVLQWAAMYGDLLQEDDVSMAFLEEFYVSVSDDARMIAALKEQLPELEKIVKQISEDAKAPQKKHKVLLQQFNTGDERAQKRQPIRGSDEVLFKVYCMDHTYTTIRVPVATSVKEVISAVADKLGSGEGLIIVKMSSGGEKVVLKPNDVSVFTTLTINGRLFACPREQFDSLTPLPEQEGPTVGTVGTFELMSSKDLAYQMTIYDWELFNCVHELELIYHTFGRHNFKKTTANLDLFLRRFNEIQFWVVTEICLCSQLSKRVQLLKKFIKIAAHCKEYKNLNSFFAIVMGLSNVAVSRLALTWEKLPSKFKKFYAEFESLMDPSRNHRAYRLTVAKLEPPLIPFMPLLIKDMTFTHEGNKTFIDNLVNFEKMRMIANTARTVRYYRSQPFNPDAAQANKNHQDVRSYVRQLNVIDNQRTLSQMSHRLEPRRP
EPAC2 ag = agonists of human EPAC2 (RAPGEF4); Q8WZA2; Potency, µM (series often up to 154 µM), inactives show top-dose activation, usual class: activators; actives 0.079% (n = 360,000); EPAC2 activation, biochemical qHTS; response scale: 100% = 6.5 mM cAMP response; AID 720711; also: potency is read from the fitted curve at half-maximal effect; nearly all actives have a fitted effect of over 50% in size
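Each well held 100 nM EPAC2, 250 nM RAP1B-BODIPY-GDP and 50 uM GDP. Fluorescence, read at 5-min intervals to 30 min, was referenced to a 6.5 mM cAMP positive control.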
CCT chaperon mod = changes cytosolic chaperonin activity. purified chaperonin ATPase assay, HTRF ADP detection, 30 min. activity change, % (test concentration not listed), hits read low. AID 651819. actives 0.3% (n = 360,000); in the data active = activity change below about -30%; also: % is scaled to controls: 0 for no effect and ±100 for the full control effect
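We incubate TRiC, 40 or 20 nM final, with library compounds at 76 uM and 10 uM ATP for 30 min at 37 °C. ADP formed is detected with Transcreener HTRF reagents after 30 min at room temperature.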
Akt phos inh = inhibitors of Akt phosphorylation. activity change, % for hits at 50 µM. actives 0.32% (n = 360,000). Neuro2A IGF-stimulated pAkt S473 HTRF, 20 min; stronger effect = lower value; in the data active = activity change below about -80%; inconclusive = mostly about -51% to -80%; also: % is scaled to controls: 0 for no effect and ±100 for the full control effect
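Neuro2A cells in DMEM with 0.5% FBS, overnight at 37 deg C, given compound at single 50 µM final, then IGF (6 nM final) for 20 min at 37 deg C. Lysed; phospho-Akt Ser473 by HTRF after 24 h, 665/615 ratio.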
PTHR1 ag = PTHR1 (human) receptor agonism; Q03431; HEK293 GP2 PTHR1 cells, GloSensor cAMP luminescence, 1 h; Potency, µM (highest dose often 115 µM), inactives show at the top dose activation, most hits filed as activators; actives 0.075% (n = 410,000); AID 743266; also: potency is read from the fitted curve at half-maximal effect; nearly all actives have a fitted effect of over 55% in size; some results filed as inactive show a strong effect at the top dose; inactives centre near -15; many of its hits are not listed in these tables
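HEK-293-derived GP2 cells expressing PTHR1 and a GloSensor cAMP reporter, 3,000/well, plated overnight, given luciferin plus IBMX (each 0.5 mM as added) for 1 h at 37 °C, then compound for 1 h at 37 °C. Luminescence was read after 15 min at room temperature.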
MmCpn inh = M. maripaludis TRiC chaperonin inhibition. purified Mm-Cpn ATPase, ADP Transcreener TR-FRET. Potency, µM (titrated, usually from 76.9 µM), for the others: at the top dose activity, negative = inhibition, usual class: inhibitors. actives 0.031% (n = 330,000); also: potency is read from the fitted curve at half-maximal effect; % is scaled to controls: 0 for no effect and ±100 for the full control effect; nearly all actives have a fitted effect of over 80% in size
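Compound-treated chaperonin, 25 nM final, turns over 10 uM ATP at 37°C for 30 min following a 10 min preincubation; ADP generated competes with ADP-d2 for Eu-cryptate antibody, lowering FRET.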
D3 antag = D3 dopamine receptor (human) antagonism | P35462 | D3R cells, DiscoveRx beta-arrestin luminescence, antagonist mode; stronger effect = lower value | max response, negative = inhibition, % | actives 2.5% (n = 360,000); in the data active = max response below about -50%; inconclusive = no clear call, values can overlap the other calls; also: % is scaled to controls: 0 for no effect and ±100 for the full control effect; mostly tested at two doses, the higher about 12 µM
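Cells plated overnight at 1500 cells/well, then exposed to library compounds with dopamine controls for 90 minutes at 37 degrees C. DiscoveRx reagent added for 30–60 minutes at room temperature; luminescence read, quantitative HTS format.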
D3 ag = agonists of human D3 dopamine receptor. P35462. D3R DiscoveRx beta-arrestin cells, luminescence, 90 min. max activation, %. actives 0.58% (n = 410,000); in the data active = max activation above about 30%; also: 0% is about no effect; mostly tested at two doses, the higher about 12 µM
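Agonist mode: compounds and dopamine controls were applied to plated cells for 90 min at 37 degrees C after an overnight attachment at 1500 cells/well. Luminescent read-out followed 30 - 60 minutes at room temperature with DiscoveRx detection reagent.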
* = called active by the depositor; [ ] = dose if it differs, or a comment. Unless noted, calls follow the shape of the dose curve; as a rule, active = well fitted curve in the direction sought with a large enough effect; inconclusive = small, poorly fitted or top-dose-only effect, or another doubt; inactive = no such curve, though single readings can be large; an effect the other way counts as inactive or inconclusive.

CC(NC(=O)C(=O)NN=C1CCCCCCCCCCC1)c1ccccc1 (centres undefined) was read as EPAC2 antag -1%, EPAC2 ag -3%, CCT chaperon mod -2.0, Akt phos inh inactive, PTHR1 ag inactive, MmCpn inh -2%, D3 antag 27 and D3 ag 3.
Screening COc1ccc(-c2cc3c(=O)n(CC(=O)NCCCc4ccccc4)ncn3n2)cc1 returned EPAC2 antag 13%, EPAC2 ag 2%, CCT chaperon mod -0.1, Akt phos inh inactive, PTHR1 ag -9%, MmCpn inh 1%, D3 antag 0 and D3 ag -6.
Screening Cc1ccc(S(=O)(=O)N2CCC(=O)N(C(CO)C(C)C)CC2)cc1 (centres undefined) returned EPAC2 antag 9%, EPAC2 ag 0%, CCT chaperon mod -1.8, Akt phos inh inactive, PTHR1 ag 4%, MmCpn inh 0%, D3 antag 0 and D3 ag -7.
`O=C(CNC(=O)c1ccccc1)Oc1ccc([N+](=O)[O-])cc1` gave EPAC2 antag -2%, EPAC2 ag 1%, CCT chaperon mod 0.8, Akt phos inh inactive, PTHR1 ag -24%, MmCpn inh 3%, D3 antag -55* and D3 ag -16.
`COc1ccc(-c2cc(C(=O)Nc3cc(Cl)ccc3O)no2)cc1` gave EPAC2 antag 11%, EPAC2 ag 9%, CCT chaperon mod 0.8, Akt phos inh inactive, PTHR1 ag -20%, MmCpn inh 0%, D3 antag -3 and D3 ag -4.
`CCCNC(=O)C1CC(=O)N(c2ccc(OCC(=O)Nc3cc(C)cc(C)c3)cc2)C1` (centres undefined) gave EPAC2 antag 21%, EPAC2 ag -10%, CCT chaperon mod 0.9, Akt phos inh inactive, PTHR1 ag inactive, MmCpn inh 1%, D3 antag 15 and D3 ag 2.
For CC(C)(CNC(=O)c1ccc(-c2cccc(C(F)(F)F)c2)o1)N1CCOCC1 the results were EPAC2 antag 11%, EPAC2 ag 3%, CCT chaperon mod 0.7, Akt phos inh inactive, PTHR1 ag inactive, MmCpn inh 0%, D3 antag -15 and D3 ag -24.
`CC1=C(C(=O)N(C(C)C)C(C)C)CC(CC(=O)NC(c2ccccc2)c2ccccc2)C(=O)N1CCC1=CCCCC1` (centres undefined) gave EPAC2 antag -6%, EPAC2 ag 1%, CCT chaperon mod -1.8, Akt phos inh inactive, PTHR1 ag -24%, D3 antag -13 and D3 ag -3.
`CCOC(=O)c1cc2cc3ccccc3cc2oc1=O` gave EPAC2 antag -2%, EPAC2 ag 2%, CCT chaperon mod -1.0, Akt phos inh inactive, PTHR1 ag -4%, MmCpn inh -3%, D3 antag 14 and D3 ag -1.
`CCCCSc1nc(C)c(CC(=O)OC)c(=O)[nH]1` gave EPAC2 antag 10%, EPAC2 ag -9%, CCT chaperon mod -1.9, Akt phos inh inactive, PTHR1 ag inactive, MmCpn inh -5%, D3 antag 14 and D3 ag -8.
CC(C)c1ccc(C2(C)NC(=O)N(CC(=O)NC3(C#N)CCCC3)C2=O)cc1 (centres undefined) was read as EPAC2 antag 7%, EPAC2 ag 1%, CCT chaperon mod 0.0, Akt phos inh inactive, PTHR1 ag inactive, MmCpn inh 2%, D3 antag 0 and D3 ag 1.
Screening COc1ccccc1CNc1ccc(N2CCOCC2)c(C(=O)O)c1 returned EPAC2 antag -7%, EPAC2 ag 11%, CCT chaperon mod 0.9, PTHR1 ag -7%, MmCpn inh 2%, D3 antag 20 and D3 ag -6.

Next part, overlapping the part above by three compounds.
`CCCCSc1nc(C)c(CC(=O)OC)c(=O)[nH]1` gave EPAC2 antag 10%, EPAC2 ag -9%, CCT chaperon mod -1.9, Akt phos inh inactive, PTHR1 ag inactive, MmCpn inh -5%, D3 antag 14 and D3 ag -8.
CC(C)c1ccc(C2(C)NC(=O)N(CC(=O)NC3(C#N)CCCC3)C2=O)cc1 (centres undefined) was read as EPAC2 antag 7%, EPAC2 ag 1%, CCT chaperon mod 0.0, Akt phos inh inactive, PTHR1 ag inactive, MmCpn inh 2%, D3 antag 0 and D3 ag 1.
Screening COc1ccccc1CNc1ccc(N2CCOCC2)c(C(=O)O)c1 returned EPAC2 antag -7%, EPAC2 ag 11%, CCT chaperon mod 0.9, PTHR1 ag -7%, MmCpn inh 2%, D3 antag 20 and D3 ag -6.
CC(NC(=O)Cc1ccc(S(=O)(=O)N2CCOCC2)s1)c1ccc(Cl)c(Cl)c1 (centres undefined) was read as EPAC2 antag -7%, EPAC2 ag 9%, CCT chaperon mod -0.4, Akt phos inh inactive, PTHR1 ag -70%[inhibitor], MmCpn inh -5%, D3 antag -14 and D3 ag -16.
For O=C(Nc1ccc2c(c1)OCO2)C1CC(c2ccc(Cl)cc2)=NO1 (centres undefined) the results were EPAC2 antag 2%, EPAC2 ag -11%, CCT chaperon mod -1.2, Akt phos inh inactive, PTHR1 ag -2%[57.5 µM], MmCpn inh 0%, D3 antag -3 and D3 ag -3.
Screening CCCCC(=O)Nc1ncc(S(=O)(=O)c2ccc([N+](=O)[O-])cc2)s1 returned EPAC2 antag 3%, EPAC2 ag 5%, CCT chaperon mod -0.7, Akt phos inh inactive, PTHR1 ag -19%, MmCpn inh 1%, D3 antag -2 and D3 ag 0.
`O=C(COC(=O)C1=NN(c2ccccc2)C(=O)CC1)Nc1nc(-c2ccc(F)cc2)cs1` gave EPAC2 antag 17%, EPAC2 ag 8%, CCT chaperon mod 1.5, Akt phos inh inactive, PTHR1 ag -71%[inhibitor], MmCpn inh 0%, D3 antag -9 and D3 ag 1.
`c1csc(C(c2nnnn2C2CCCCC2)N2CCN(c3nc4ccccc4s3)CC2)c1` (centres undefined) gave EPAC2 antag 16%, EPAC2 ag 4%, CCT chaperon mod 1.3, Akt phos inh inactive, PTHR1 ag -25%, MmCpn inh -9%, D3 antag 6 and D3 ag 2.
`Nc1nonc1C(=O)N/N=C/c1ccncc1` gave EPAC2 antag -12%, EPAC2 ag 3%, CCT chaperon mod -1.7, Akt phos inh inactive, PTHR1 ag -27%, MmCpn inh 0%, D3 antag 9 and D3 ag 3.
Screening CCn1nc(C(=O)Nc2ccc(N3CCOCC3)cc2)c2ccccc2c1=O returned EPAC2 antag 0%, EPAC2 ag -3%, CCT chaperon mod -2.1, Akt phos inh inactive, PTHR1 ag -11%, MmCpn inh -3%, D3 antag 6 and D3 ag 1.
`Cc1ccc(S(=O)(=O)CCC(=O)Nc2nc(-c3ccccn3)cs2)cc1` gave EPAC2 antag -6%, EPAC2 ag -10%, CCT chaperon mod 0.3, Akt phos inh inactive, PTHR1 ag -13%, MmCpn inh 0%, D3 antag -29 and D3 ag -1.
`CC1CCc2sc(C(=O)NNC(=S)NC3CC3)cc2C1` (centres undefined) gave EPAC2 antag 0%, EPAC2 ag 10%, CCT chaperon mod 0.7, Akt phos inh inactive, PTHR1 ag -10%, MmCpn inh 2%, D3 antag 10 and D3 ag 0.
`O=C(Cn1cc2c(n1)CCCC2)NC1CCCCCC1` gave EPAC2 antag 0%, EPAC2 ag 7%, CCT chaperon mod -2.1, Akt phos inh inactive, PTHR1 ag -3%, MmCpn inh -2%, D3 antag 9 and D3 ag 5.
For CCOC(=O)c1ccccc1NC(=O)/C(C)=C/C(=O)O the results were EPAC2 antag 10%, EPAC2 ag -8%, CCT chaperon mod -1.1, Akt phos inh inactive, PTHR1 ag inactive, MmCpn inh 0%, D3 antag 0 and D3 ag 0.
COc1ccc(OCCNc2cc(N3CCOCC3)ccc2[N+](=O)[O-])cc1 was read as EPAC2 antag -5%, EPAC2 ag 16%, CCT chaperon mod -0.3, Akt phos inh inactive, PTHR1 ag -15%[57.5 µM], MmCpn inh -1%, D3 antag inconclusive and D3 ag 0.
For COc1ccccc1C1C2C(=O)N(c3ccccc3)C(=O)C2ON1c1ccccc1 (centres undefined) the results were EPAC2 antag 0%, EPAC2 ag 4%, CCT chaperon mod -1.7, Akt phos inh inactive, PTHR1 ag inactive, MmCpn inh 0%, D3 antag 12 and D3 ag 0.
For COC1C(OC(=O)/C=C/C=C/C=C/C=C/C(=O)O)CCC2(CO2)C1C1(C)OC1CC=C(C)C (centres undefined) (tested in a mixture with another compound) the results were EPAC2 antag 12%, EPAC2 ag -7%, CCT chaperon mod 2.2, Akt phos inh inactive, PTHR1 ag inactive, D3 antag 5 and D3 ag 1.
`Cc1ccc2c(c1)sc1nncn12` gave EPAC2 antag -8%, EPAC2 ag 7%, CCT chaperon mod 1.0, Akt phos inh inactive, PTHR1 ag inactive, D3 antag 20 and D3 ag 3.
Screening O=C(O)COc1ccccc1-c1ccccc1 returned EPAC2 antag -6%, EPAC2 ag 12%, CCT chaperon mod -0.3, Akt phos inh inactive, PTHR1 ag inactive, MmCpn inh 1%, D3 antag -2 and D3 ag -2.
For CC(=O)Nc1cccc(C(=O)OC(C)C(=O)NCc2ccc3c(c2)OCO3)c1 (centres undefined) the results were EPAC2 antag -3%, EPAC2 ag 1%, CCT chaperon mod 2.1, Akt phos inh inactive, PTHR1 ag inactive, MmCpn inh -2%, D3 antag -8 and D3 ag 1.
CCOc1ccc2nc(N3CCCC(C(=O)NCCCN4CC(C)CC(C)C4)C3)sc2c1 (centres undefined) was read as EPAC2 antag -1%, EPAC2 ag -7%, CCT chaperon mod 2.7, Akt phos inh inactive, PTHR1 ag -21%, MmCpn inh 0%, D3 antag -10 and D3 ag -12.
For COc1ccc(CCNC(=O)COC(=O)Cn2cnc3c2c(=O)n(C)c(=O)n3C)cc1 the results were EPAC2 antag 7%, EPAC2 ag 7%, CCT chaperon mod 0.1, Akt phos inh inactive, PTHR1 ag 21%, MmCpn inh -9%, D3 antag 0 and D3 ag -1.
For COc1ccc(CNC(=O)CN(C(=O)c2csnn2)c2cccc(C(C)=O)c2)cc1 the results were EPAC2 antag 14%, EPAC2 ag 5%, CCT chaperon mod -1.5, Akt phos inh inactive, PTHR1 ag inactive, MmCpn inh 0%, D3 antag 6 and D3 ag -14.
O=C(CCc1ccccc1)NNC(=O)Nc1cccc(Cl)c1 was read as EPAC2 antag -3%, EPAC2 ag -6%, CCT chaperon mod -0.3, Akt phos inh inactive, PTHR1 ag inactive, MmCpn inh -6%, D3 antag 1 and D3 ag -14.
`CCn1c(C)nc2cc(C(=O)N/N=C(\C)c3ccc(OC)cc3O)ccc21` gave EPAC2 antag 10%, EPAC2 ag -1%, CCT chaperon mod 1.8, Akt phos inh inactive, PTHR1 ag inactive, MmCpn inh 1%, D3 antag 6 and D3 ag 3.

The list is partial, so the mix of outcomes need not match the whole.
